Screens from PubChem.
CHO parental Ca: ATP-evoked calcium signal inhibitors, parental CHO, primary screen, counter-screen for OX1R antagonist project, cell-based, fluorescence, Fluo-8 calcium dye. parental CHO-K1, ATP-induced calcium, Fluo-8 fluorescence. 330,000 tested, 0.63% active. AID 463079, 2010. inhibition, % at 5.6 µM;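 active means inhibition above that plate's mean sample inhibition plus 3 SD, cut at about 26% in these data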;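 further: 0% = ATP-challenged DMSO wells and 100% = DMSO wells without ATP; some compounds past the cut are filed as inactive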
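Test system: parental CHO cells; detection: calcium-sensitive Fluo-8 fluorescence; evaluation: percent inhibition of calcium signal; also added: ATP as calcium-mobilizing challenge; repeats: one well per compound; control set: ATP-challenged DMSO wells low, unchallenged DMSO wells high; compound: single nominal dose of 5.6 µM per compound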
CHO-K1 Ca antag: M1 antagonist counterscreen hit in parental CHO-K1 cells | ATP-induced calcium, Fluo-8 fluorescence | inhibition, % at 3 µM | 360,000 tested, 0.6% active | AID 602250;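 active means inhibition above a per-plate cutoff, the plate's mean sample inhibition plus 3 SD, cut at about 24% in these data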;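 further: 0% = DMSO plus EC80 ATP and 100% = DMSO alone without ATP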
M1 ag: human M1 muscarinic receptor agonists, primary screen, Fluo-8 calcium fluorescence, CHO-K1 cells, HTS; Muscarinic acetylcholine receptor M1 (Homo sapiens), P11229; CHO-K1 hM1, agonist mode; 0% DMSO, 100% acetylcholine EC100; activation, % at 3 µM; 360,000 tested, 0.33% active; AID 588814, 2011;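 active means activation above the run's mean compound activation plus 3 SD, cut at about 16% in these data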;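 further: peak over basal fluorescence ratio within a 140 s kinetic read after compound addition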
CHRM1 antagonist: human M1 muscarinic receptor antagonists, primary screen, CHO-K1 cells, Fluo-8 calcium fluorescence, 1536-well; 360,000 tested, 1.3% active; inhibition, % at 3 µM; Muscarinic acetylcholine receptor M1 (Homo sapiens), P11229; CHO-K1 hM1, ACh EC80 antagonist; AID 588852, 2011;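 active means percent inhibition above its own plate's cutoff, namely the mean of that plate's compound wells plus 3 SD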;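 further: peak over basal fluorescence ratio during 140 s after agonist addition; 0% = ACh EC80 plus DMSO and 100% = DMSO alone without agonist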
TAAR1 agonist: human TAAR1 agonists, primary screen, Fluo-8 calcium fluorescence, CHO RD-HGA16 cells; Trace amine-associated receptor 1 (Homo sapiens), Q96RJ0; vehicle wells 0%, saturating PEA agonist 100%; activation, % at 3 µM; 360,000 tested, 0.99% active; AID 624467, 2012;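 active means activation above the mean activation of all test compounds in the run plus 3 SD, cut at about 38% in these data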
Target sequence (Q96RJ0 whole entry, looked up): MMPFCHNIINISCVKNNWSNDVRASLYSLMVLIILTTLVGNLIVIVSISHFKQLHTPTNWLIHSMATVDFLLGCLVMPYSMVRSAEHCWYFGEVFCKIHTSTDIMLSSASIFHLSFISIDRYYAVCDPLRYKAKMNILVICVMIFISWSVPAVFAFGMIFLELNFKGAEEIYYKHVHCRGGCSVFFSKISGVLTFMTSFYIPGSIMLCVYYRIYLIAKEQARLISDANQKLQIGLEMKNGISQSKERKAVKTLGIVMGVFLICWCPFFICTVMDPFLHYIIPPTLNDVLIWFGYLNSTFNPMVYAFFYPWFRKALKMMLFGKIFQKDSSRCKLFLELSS
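System: CHO RD-HGA16 cells carrying human TAAR1 plus Gα16; Incubation: 17-24 h seeding, 75 min 37 °C dye, 30 min RT; Measured by: Fluo-8 fluorescence, 5 s baseline then 140 s kinetic read; Control set: DMSO and PEA EC100; Replication: single well for each compound.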
OXTR potentiator: human OXTR potentiators, primary screen, fluorescence, CHO-OTR cells, Fluo-8 calcium | Fluo-8 calcium fluorescence, potentiator mode; 0% = oxytocin EC15, 100% = EC100 | activation, % at 3 µM | 320,000 tested, 0.061% active | Oxytocin receptor (Homo sapiens), P30559;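 active means activation above that plate's cutoff, the mean activation of tested compounds plus 3 SD, cut at about 6.6% in these data, passing the limit was not always enough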;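 further: 100% uses oxytocin at 75 nM as the full agonist control; some results filed as inactive read as strong as hits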
Target sequence (P30559 whole entry, looked up): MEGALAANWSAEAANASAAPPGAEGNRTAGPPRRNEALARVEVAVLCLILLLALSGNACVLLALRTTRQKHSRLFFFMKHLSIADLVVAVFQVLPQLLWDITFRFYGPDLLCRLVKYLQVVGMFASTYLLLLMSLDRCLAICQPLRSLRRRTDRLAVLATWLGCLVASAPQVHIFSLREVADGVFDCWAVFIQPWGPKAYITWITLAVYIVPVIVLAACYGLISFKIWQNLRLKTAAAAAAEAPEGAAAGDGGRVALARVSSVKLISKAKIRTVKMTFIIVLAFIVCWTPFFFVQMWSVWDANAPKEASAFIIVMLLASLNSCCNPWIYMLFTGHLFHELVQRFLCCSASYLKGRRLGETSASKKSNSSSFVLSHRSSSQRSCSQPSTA
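test system = CHO-OTR cells, human receptor | compound = single-point 3.0 µM | schedule = 6 min compound pre-incubation at room temperature, 100 s kinetic read | signal = Fluo-8 no-wash calcium dye fluorescence, excitation 470-495 nm, emission 515-575 nm | repeats = single well per compound, singlicate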
M1 ag parental: counter-screen for M1 agonists: effect in parental CHO-K1 cells; activation, % at 3 µM; AID 602248, 2012; 360,000 tested, 0.48% active; Fluo-8 calcium fluorescence; scaled to maximal ATP response, vehicle zero; in the data active means activation above about 15%;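 further: untransfected CHO-K1 host cells lacking M1 receptor as counterscreen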
TAAR1 antagonist: human TAAR1 antagonists, primary screen, Fluo-8 calcium fluorescence, CHO RD-HGA16 cells. Trace amine-associated receptor 1 (Homo sapiens), Q96RJ0. antagonist. inhibition, % at 3 µM. 360,000 tested, 1.5% active. AID 624466, 2012;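 active means inhibition above a per-plate cutoff, the mean inhibition of test compounds on that plate plus 3 SD, cut at about 49% in these data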;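 further: 0% = DMSO plus EC80 beta-PEA response and 100% = DMSO alone without agonist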
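Test system: CHO RD-HGA16 cells bearing hTAAR1 | Reagent: β-PEA, EC80 | Compound dosing: 3 µM, single point | Schedule: Dye loading 75 min at 37 °C, then 30 min room temperature | Signal: Calcium fluorescence with Fluo-8 | Evaluation: Percent inhibition of PEA-evoked calcium signal, max/basal emission ratio | Control set: DMSO-only wells and EC80 β-PEA-stimulated wells | Repeats: Singlicate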
M1 PAM parental: nonselective calcium activators in parental CHO-K1 cells, primary screen, counter-screen for M1 PAM project, cell-based, Fluo-8 calcium fluorescence, full deck, 1536-well; ATP EC20; 0% at ATP EC20, 100% at ATP max; activation, % at 3 µM; 360,000 tested, 0.02% active; AID 602247, 2012;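 active means activation above the run cutoff, the mean activation of all test compounds plus 3 SD, cut at about 40% in these data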;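 further: peak over basal fluorescence ratio in a 140 s read after ATP addition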
* = called active by the depositor; nt = not tested or not shown.

[1] Cc1cc(C)n(CCC(=O)N=Nc2c(O)[nH]c3ccc(Br)cc23)n1
[2] O=c1cc(C(F)(F)F)[nH]c2c(OC(F)(F)F)cccc12
[3] Cc1ccc(CNCc2cccnc2)s1
[4] Cc1ccccc1NC(=O)C1c2cccc[n+]2CC(=O)N1Cc1ccc2c(c1)OCO2 (stereo not drawn)
[5] O=C(c1ccc(=O)[nH]n1)N1CCN(S(=O)(=O)c2ccc(C(F)(F)F)cc2)CC1
[6] CCc1nc2c(cnn2-c2ccc(F)cc2)c(=O)n1-c1ccc(N2CCC(C)CC2)cc1
[7] CCCCN=C1NN=C(c2ccc3c(c2)OCCO3)CS1
[8] CC1=CC(c2ccccc2)n2nc(N)nc2N1 (stereo not drawn)

assay / compound,1,2,3,4,5,6,7,8
CHO parental Ca,-13.5,-8.2,-9.6,-6.3,-8.3,-3.4,-14.9,1.3
CHO-K1 Ca antag,5.9,-1.1,-20.1,-3.7,-15.7,-9.4,-16.2,-2.2
M1 ag,0.7,5.7,-2.9,-8.7,-6.3,-1.6,-11.0,-3.5
CHRM1 antagonist,-21.6,-1.4,-7.5,-7.6,-9.7,-16.4,2.3,-5.0
TAAR1 agonist,4.8,7.5,12.9,2.3,-0.6,4.9,5.9,2.9
OXTR potentiator,-2.0,-15.9,-4.2,2.5,-3.3,-3.8,-9.1,-5.8
M1 ag parental,0.7,9.7,0.5,0.8,0.5,1.2,0.8,0.2
TAAR1 antagonist,-2.3,-25.3,-10.7,2.0,3.1,-19.3,12.3,4.0
M1 PAM parental,-8.6,-16.8,14.3,20.7,19.2,27.1,21.2,5.1

[9] COCCN(C(=O)CCC(=O)Nc1cc(C)on1)C(C(=O)NC(C)(C)C)c1ccc(OC)cc1 (stereo not drawn)
[10] CCCCN1C(=O)C(CC(=O)NCc2cccc3ccccc23)CC(C(=O)N(CC)CC)=C1C (stereo not drawn)
[11] O=C(CC1S/C(=N/N=C/c2cccnc2)NC1=O)Nc1ccccc1 (stereo not drawn)
[12] O=C(CCc1nnc2ccc(N3CCC4(CC3)OCCO4)nn12)Nc1cc(F)ccc1F
[13] C#CCN(C[C@@H]1[C@@H](OC(=O)NCC2CCCCC2)[C@@H](OC(=O)NCC2CCCCC2)Cn2c(=O)ccc(=O)n21)S(=O)(=O)c1ccc(C)cc1
[14] CC1(C)CC(C(=O)Nc2nccs2)CCO1 (stereo not drawn)
[15] CN(C)CCN(Cc1ccccc1)C(c1cc2ccccc2o1)c1nnnn1C(C)(C)C (stereo not drawn)
[16] O=C1c2ccccc2CC1(Cc1ccccc1)Cc1ccccc1

assay / compound,9,10,11,12,13,14,15,16
CHO parental Ca,-9.8,nt,-4.1,11.5,nt,0.6,nt,-12.1
CHO-K1 Ca antag,-5.3,-13.3,-14.4,-4.5,-8.1,-10.1,-14.7,8.9
M1 ag,0.2,-6.4,-4.1,-1.6,-4.5,-1.1,nt,-0.8
CHRM1 antagonist,-21.0,-15.3,10.7,-10.7,-7.6,-19.0,nt,13.4
TAAR1 agonist,5.2,-0.1,0.1,0.8,-0.9,10.0,5.7,6.8
OXTR potentiator,-2.9,nt,-1.0,-10.1,nt,-8.3,nt,-7.7
M1 ag parental,-0.3,1.1,5.3,1.1,0.6,0.2,2.2,-0.2
TAAR1 antagonist,-20.9,-9.0,8.1,-12.4,-35.5,-12.6,6.1,14.9
M1 PAM parental,1.2,22.9,11.7,-2.5,9.1,22.7,2.1,0.7

For reference, some entries already given.
[5] O=C(c1ccc(=O)[nH]n1)N1CCN(S(=O)(=O)c2ccc(C(F)(F)F)cc2)CC1
[6] CCc1nc2c(cnn2-c2ccc(F)cc2)c(=O)n1-c1ccc(N2CCC(C)CC2)cc1
[7] CCCCN=C1NN=C(c2ccc3c(c2)OCCO3)CS1
[8] CC1=CC(c2ccccc2)n2nc(N)nc2N1 (stereo not drawn)
[9] COCCN(C(=O)CCC(=O)Nc1cc(C)on1)C(C(=O)NC(C)(C)C)c1ccc(OC)cc1 (stereo not drawn)
[10] CCCCN1C(=O)C(CC(=O)NCc2cccc3ccccc23)CC(C(=O)N(CC)CC)=C1C (stereo not drawn)
[11] O=C(CC1S/C(=N/N=C/c2cccnc2)NC1=O)Nc1ccccc1 (stereo not drawn)
[12] O=C(CCc1nnc2ccc(N3CCC4(CC3)OCCO4)nn12)Nc1cc(F)ccc1F
[13] C#CCN(C[C@@H]1[C@@H](OC(=O)NCC2CCCCC2)[C@@H](OC(=O)NCC2CCCCC2)Cn2c(=O)ccc(=O)n21)S(=O)(=O)c1ccc(C)cc1

assay / compound,5,6,7,8,9,10,11,12,13
CHO parental Ca,-8.3,-3.4,-14.9,1.3,-9.8,nt,-4.1,11.5,nt
CHO-K1 Ca antag,-15.7,-9.4,-16.2,-2.2,-5.3,-13.3,-14.4,-4.5,-8.1
M1 ag,-6.3,-1.6,-11.0,-3.5,0.2,-6.4,-4.1,-1.6,-4.5
CHRM1 antagonist,-9.7,-16.4,2.3,-5.0,-21.0,-15.3,10.7,-10.7,-7.6
TAAR1 agonist,-0.6,4.9,5.9,2.9,5.2,-0.1,0.1,0.8,-0.9
OXTR potentiator,-3.3,-3.8,-9.1,-5.8,-2.9,nt,-1.0,-10.1,nt
M1 ag parental,0.5,1.2,0.8,0.2,-0.3,1.1,5.3,1.1,0.6
TAAR1 antagonist,3.1,-19.3,12.3,4.0,-20.9,-9.0,8.1,-12.4,-35.5
M1 PAM parental,19.2,27.1,21.2,5.1,1.2,22.9,11.7,-2.5,9.1

A few values from the results shown.
CHRM1 antagonist, O=C(CC1S/C(=N/N=C/c2cccnc2)NC1=O)Nc1ccccc1 (stereo not drawn) is entered as 10.7
TAAR1 agonist, COCCN(C(=O)CCC(=O)Nc1cc(C)on1)C(C(=O)NC(C)(C)C)c1ccc(OC)cc1 (stereo not drawn) is entered as 5.2

Further entries
[17] O=c1n(Cc2ccccc2)c(O)c2n1Cc1ccccc1N=C2c1ccc(C(F)(F)F)cc1
[18] COCCOC(=O)/C(C#N)=C/c1cn(Cc2ccccc2)nc1-c1cccnc1
[19] Cc1nn(CC(=O)O)c(C)c1Cl
[20] CCCn1c(=O)c2ccccc2n2c(SCC(=O)c3ccccc3)nnc12
[21] CCCCn1c(N)c(N(CCOC)C(=O)c2cc(-c3ccc(C)cc3)nc3ccccc23)c(=O)[nH]c1=O
[22] O=C1NC(=Nc2ccc(Cl)cc2)SC1Cc1cc(Cl)ccc1Cl (stereo not drawn)
[23] O=S(=O)(c1ccc(Cl)cc1)N1CCN(C(=S)NCC2CCCO2)CC1 (stereo not drawn)
[24] Cc1ccc(NC(=O)N2CCC(C(N)=O)CC2)cc1

assay / compound,17,18,19,20,21,22,23,24
CHO parental Ca,nt,-18.5,-6.3,-10.8,-24.1,-16.5,-2.1,-3.0
CHO-K1 Ca antag,-21.4,-10.6,-17.5,-13.6,-7.9,1.9,-13.6,-6.5
M1 ag,-3.3,-6.2,-2.9,-4.1,-2.6,-6.7,0.4,-3.4
CHRM1 antagonist,-16.7,-6.0,-12.4,10.7,-3.1,-6.3,9.1,7.4
TAAR1 agonist,-0.3,2.2,9.1,-0.7,-0.8,-0.9,3.3,2.9
OXTR potentiator,nt,-10.3,-8.2,1.6,0.2,-4.8,-10.8,-2.2
M1 ag parental,1.4,1.0,0.2,1.3,-0.1,5.5,5.1,0.3
TAAR1 antagonist,-13.1,-1.7,-26.1,2.2,-1.3,-30.5,-15.1,-8.1
M1 PAM parental,3.5,-11.7,21.5,19.5,5.8,15.9,18.7,20.5

[25] O=C(c1cc(Br)c(Br)s1)N1CCN(c2ccccn2)CC1
[26] COC(=O)CN1C(=S)N(c2ccc(Cl)cc2)C(=O)C1CC(=O)Nc1ccc(Cl)cc1 (stereo not drawn)
[27] CCN1C(=O)c2ccccc2S(=O)c2ccc(C(=O)N3CCOCC3)cc21 (stereo not drawn)
[28] Cc1ccnc(SCc2cc(=O)c(OC(=O)c3ccc(S(=O)(=O)N(C)C)cc3)co2)n1

assay / compound,25,26,27,28
CHO parental Ca,-11.6,30.7,7.1,-13.6
CHO-K1 Ca antag,5.6,-3.1,-0.4,-12.4
M1 ag,-5.2,-3.1,-7.3,-7.3
CHRM1 antagonist,38.8*,-4.4,7.4,-0.6
TAAR1 agonist,3.1,8.4,-0.4,2.2
OXTR potentiator,-8.9,-18.4,3.8,-5.2
M1 ag parental,3.5,0.6,18.2*,0.2
TAAR1 antagonist,28.4,23.4,1.8,3.6
M1 PAM parental,-8.0,15.2,6.8,17.9
